From PubChem
MEKK2 mut-MEK5 – MEK5 binding signal on mutant MEKK2 PB1, primary screen, biochemical, multiplex bead flow cytometry, Alexa488-MEK5. Alexa488-MEK5 binding to MEKK2 mutant. percent response, % at 10 µM. actives 0.35% (n = 290,000). AID 1530, 2009; in the data active = percent response above about 24%, passing the limit was not always enough; note: inactives centre near 1; some results filed as inactive read as strong as hits; reference of the scale not given here
V1aR counter – agonists of human V1a receptor, primary screen, counter-screen for OXTR agonist project, fluorescence, CHO-V1R cells; actives 0.25% (n = 320,000); activation, % at 3 µM; Fluo-8 calcium fluorescence, agonist mode; 0% DMSO, 100% 3 nM vasopressin;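 active = activation above the mean activation of all tested compounds plus 3 SD, per screening run, cut at about 20% in these data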;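 note: signal is peak over basal fluorescence ratio across a 100 second FLIPR read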
GalR3 antagonist – GalR3 antagonists in HEK293 cells, primary screen, cell-based, fluorescence readout. Galanin receptor type 3 (Homo sapiens), O60755. HEK293 GalR3-CNG cAMP membrane potential fluorescence; galR3 body fused to GalR1 C-terminus. inhibition, % at 3 µM. actives 0.44% (n = 360,000);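 active = inhibition above the screen-wide average plus 3 SD, cut at about 13% in these data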;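 note: forskolin and galanin both at EC90 stimulate the cells; cAMP rise reported by CNG channel membrane potential dye signal; 0% = forskolin plus galanin with DMSO and 100% = forskolin alone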
Target sequence (O60755 1-299 limits assumed): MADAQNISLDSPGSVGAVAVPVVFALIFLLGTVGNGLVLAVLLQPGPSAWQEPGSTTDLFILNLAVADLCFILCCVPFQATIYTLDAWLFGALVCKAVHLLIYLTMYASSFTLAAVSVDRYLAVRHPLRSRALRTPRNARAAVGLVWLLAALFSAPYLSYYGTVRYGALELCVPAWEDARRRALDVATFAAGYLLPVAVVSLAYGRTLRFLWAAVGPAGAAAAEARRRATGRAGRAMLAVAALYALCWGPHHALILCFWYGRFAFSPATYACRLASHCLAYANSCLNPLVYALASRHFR
MEKK2 WT-MEK5 – modulators of MEK5 binding to wildtype MEKK2, primary screen, biochemical, multiplex bead flow cytometry, Alexa488-MEK5; Alexa488-MEK5 binding to MEKK2 WT; actives lie on both sides; binding response (% of control), % at 10 µM; actives 1.1% (n = 290,000); in the data active = binding response below about 67% or above about 130%
NALP1 inh – NALP1 inflammasome inhibitors in reconstituted yeast, colorimetric, S. cerevisiae, triplicate retest | actives 0.61% (n = 280,000) | S. cerevisiae NALP1/ASC/caspase-1 growth, X-gal OD620, 72 h | inhibition, % at 10 µM | AID 2071, 2009; in the data active = inhibition mostly above about 24%, no sharp cut-off; inactive = mostly below about 32%; note: some compounds called inactive have numbers as strong as hits
OXTR ag – human OXTR agonists, primary screen, fluorescence, CHO-OTR cells, Fluo-8 calcium; Fluo-8 calcium fluorescence; normalized: DMSO 0%, oxytocin 100%; actives 0.32% (n = 320,000); AID 2435, 2010; activation, % at 3 µM;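 active = activation above the mean of all tested compounds plus 3 SD, cutoff set per screening run, cut at about 20% in these data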;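 note: peak over basal fluorescence ratio from a 100 s FLIPR kinetic read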
Target sequence (P30559 whole entry, looked up): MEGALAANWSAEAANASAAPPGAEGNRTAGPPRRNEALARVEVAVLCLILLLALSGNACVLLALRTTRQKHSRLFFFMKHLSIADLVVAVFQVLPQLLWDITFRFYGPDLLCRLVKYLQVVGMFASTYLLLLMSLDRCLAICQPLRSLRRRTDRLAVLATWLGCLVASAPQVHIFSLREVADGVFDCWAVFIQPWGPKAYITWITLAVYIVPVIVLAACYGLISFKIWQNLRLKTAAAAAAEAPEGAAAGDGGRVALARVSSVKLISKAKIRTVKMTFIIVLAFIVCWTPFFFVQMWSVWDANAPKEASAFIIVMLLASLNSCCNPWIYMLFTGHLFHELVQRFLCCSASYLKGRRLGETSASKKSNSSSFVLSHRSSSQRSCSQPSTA
GPR7 antagonist – GPR7 receptor antagonists, primary screen, cell-based, fluorescence, single concentration; Neuropeptides B/W receptor type 1 (Homo sapiens), P48145; GPR7-expressing cells, fluorescence antagonist assay; inhibition, % at 4.4 µM; actives 1.1% (n = 290,000); AID 1861, 2009; in the data active = inhibition above about 16%, passing the limit was not always enough;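 note: cells stimulated with the agonist NPW; 0% = agonist with vehicle and 100% = vehicle without agonist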
Target sequence (P48145 whole entry, looked up): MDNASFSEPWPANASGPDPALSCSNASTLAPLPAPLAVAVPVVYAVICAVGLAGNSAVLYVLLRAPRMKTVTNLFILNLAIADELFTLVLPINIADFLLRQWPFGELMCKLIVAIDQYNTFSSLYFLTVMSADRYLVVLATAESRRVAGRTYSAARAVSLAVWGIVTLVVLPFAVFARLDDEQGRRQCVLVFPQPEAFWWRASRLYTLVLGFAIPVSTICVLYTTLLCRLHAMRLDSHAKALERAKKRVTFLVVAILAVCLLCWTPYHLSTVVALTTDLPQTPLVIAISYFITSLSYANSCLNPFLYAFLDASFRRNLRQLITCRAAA
OXTR potentiator – human OXTR potentiators, primary screen, fluorescence, CHO-OTR cells, Fluo-8 calcium; activation, % at 3 µM; Oxytocin receptor (Homo sapiens), P30559; Fluo-8 calcium fluorescence, potentiator mode; 0% = oxytocin EC15, 100% = EC100; actives 0.061% (n = 320,000);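 active = activation above that plate's cutoff, the mean activation of tested compounds plus 3 SD, cut at about 6.6% in these data, passing the limit was not always enough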;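 note: 100% uses oxytocin at 75 nM as the full agonist control; some results filed as inactive read as strong as hits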
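test system = CHO-OTR cells, human receptor | compound = single-point 3.0 µM | schedule = 6 min compound pre-incubation at room temperature, 100 s kinetic read | signal = Fluo-8 no-wash calcium dye fluorescence, excitation 470-495 nm, emission 515-575 nm | repeats = single well per compound, singlicate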
PfM18AAP inh – PfM18AAP inhibitors, malaria aminopeptidase, primary screen, biochemical, QFRET, recombinant enzyme | H-Glu-NHMec fluorogenic cleavage | inhibition, % at 7.35 µM | actives 1.2% (n = 290,000) | AID 1822, 2009;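 active = inhibition above the campaign mean inhibition over all tested compounds plus 3 SD, cut at about 28% in these data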;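 note: 0% = plate median of test compound wells and 100% = 2 mM ZnCl2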
An asterisk follows results filed as active; nt = not tested or not shown.

structure | MEKK2 mut-MEK5 | V1aR counter | GalR3 antagonist | MEKK2 WT-MEK5 | NALP1 inh | OXTR ag | GPR7 antagonist | OXTR potentiator | PfM18AAP inh
Cc1cc(C)n2nc(C(=O)OCC(=O)NC(=O)c3ccccc3)nc2n1 | nt | -0.6 | 2 | nt | nt | 0.1 | nt | -8 | nt
CC1C/C(=C/c2ccncc2)C(=O)/C(=C/c2ccncc2)C1 (configuration not stated) | -3 | 8.9 | -9 | 100 | 3 | 6.8 | 24* | -7 | 6
N#CC1=C(N2CCOCC2)/C(=C\c2ccccc2)CC1 | -2 | -0.1 | -5 | 89 | 37 | -2.1 | -14 | -4 | 1
Cc1ccc(C(=O)COC(=O)c2ccc(Cl)c(N)c2)s1 | nt | 0.2 | -2 | nt | nt | -0.3 | nt | 1 | nt
COCc1nnc(NC(=O)CCCCCN2C(=O)c3ccccc3C2=O)s1 | -4 | 0.1 | -5 | 101 | 7 | -0.8 | 7 | -3 | -4
CN(C(=O)COC(=O)CSc1ccc([N+](=O)[O-])cc1)c1ccccc1 | nt | 3.0 | -6 | nt | nt | 1.8 | nt | -8 | nt
CCOc1cc(S(=O)(=O)Nc2cc(C)cc(C)c2)ccc1Cl | 1 | -0.4 | -4 | 98 | 2 | -0.7 | -14 | -10 | 3
CCC(=O)NC(=S)Nc1ccc(NC(=O)COc2ccc(Cl)cc2Cl)cc1 | 8 | -0.2 | nt | 112 | -3 | 0.2 | 19 | -4 | -2
CCC(=O)N1CCN(c2cc(NCC3CCCO3)c(F)cc2[N+](=O)[O-])CC1 (configuration not stated) | 3 | 0.4 | 9 | 106 | 14 | -0.5 | 3 | -3 | -14
CCCCN1CC[C@H]2C=CC[C@@H](C(=O)NCc3ccc(OC)cc3)[C@H]2C1=O | -3 | -0.1 | 0 | 100 | nt | -0.8 | nt | 9 | nt
Cc1ccc(S(=O)(=O)NC(=O)NCCCCNC(=O)NS(=O)(=O)c2ccc(C)cc2)cc1 | 9 | 0.7 | -3 | 108 | 12 | 0.6 | -2 | -1 | 8
O=C(N/N=C/C1CC=CCC1)c1ccccc1O (configuration not stated) | 10 | 1.5 | -1 | 99 | 11 | 1.5 | 7 | -7 | 24
Cc1cc(=O)n2nc(N3CCCC(C(=O)NCc4ccccc4Br)C3)sc2n1 (configuration not stated) | 1 | -0.1 | 7 | 100 | -2 | -0.8 | -6 | -10 | 1
N#CC1=C(SCc2ccccc2)NC(=O)C(C#N)C12CCCC2 (configuration not stated) | 0 | 0.1 | 4 | 97 | -2 | 1.7 | -8 | -6 | 8
CC1=C(C(=O)N(C)C)C(c2cccc(Cl)c2)NC(=O)N1 (configuration not stated) | 2 | 1.5 | -2 | 106 | 17 | -0.1 | 6 | -22 | -4
COc1cccc(N2C(=NC(=O)CCC3CCCC3)SC3CS(=O)(=O)CC32)c1 (configuration not stated) | -9 | 0.2 | -6 | 96 | 30 | -0.4 | 14 | 0 | 6
CCCCNC(=S)N1CCn2cccc2C1c1ccc(F)cc1 (configuration not stated) | -4 | 1.4 | 4 | 107 | 1 | -0.7 | 6 | -23 | -13
CC(=O)C1=C(c2ccccc2)NC(=O)NC1c1cccs1 (configuration not stated) | 0 | 1.2 | -1 | 99 | 22 | -0.6 | -14 | -18 | 2
CCCCN(C(=O)c1cc(-c2ccco2)nc2ccccc12)c1c(N)n(CCC)c(=O)[nH]c1=O | nt | 0.8 | -5 | nt | nt | 0.4 | nt | -2 | nt
CCNc1nc(NC(C)C)nc(Oc2ccc(=O)n(C)n2)n1 | 9 | 0.9 | 1 | 107 | 14 | 1.8 | -15 | -2 | 1
CN(CC(=O)Nc1ccccc1Cl)C(=O)c1cccc(S(=O)(=O)N2CCN(Cc3ccccc3)CC2)c1 | nt | 11 | 2 | nt | nt | 9.0 | nt | -16 | nt
CC(C)[C@H](NC(=O)N1CCn2c1nc1ccccc12)C(=O)N[C@H](Cc1ccccc1)C(=O)O | -2 | 0.8 | 5 | 97 | 3 | 1.0 | 9 | -2 | 1
CCN(CCO)C(=O)c1ccc2nc(Cc3cccc(Cl)c3)oc2c1 | 3 | 2.3 | -9 | 108 | 20 | 0.5 | -9 | -12 | -15
Nc1ncnc2c1ncn2[C@@H]1O[C@H](CNS(=O)(=O)CCCCl)[C@@H](O)[C@H]1O | nt | 1.2 | -4 | nt | nt | 0.7 | nt | 2 | nt
CCSc1ccc(C(=O)Nc2ccc(Br)cn2)cc1[N+](=O)[O-] | -13 | -1.0 | -9 | 81 | 1 | -1.7 | 6 | -3 | 3
CCc1nc(C)cn1S(=O)(=O)c1cc(Cl)c(OC)cc1Cl | 5 | 3.2 | -10 | 121 | 3 | 1.4 | 2 | -3 | -2
CN(C)C=NC(=O)c1ccc([N+](=O)[O-])c(CS(=O)(=O)c2ccc(Cl)cc2)c1 | 11 | 3.6 | -2 | 113 | -2 | 1.7 | -2 | -13 | 3
COc1ccc(N2CCN(C(=O)c3ccc(C)cc3Cl)CC2)cc1 | -15 | 1.9 | -2 | 83 | 11 | 3.6 | 10 | 0 | -1
O=C(CCn1c2c(c3ccccc31)CCCC2)NNC(=O)c1ccc([N+](=O)[O-])cc1 | 10 | 1.2 | -5 | 116 | 36 | 0.4 | -7 | -9 | 5
Cc1ccc(CN2C(=O)CCC2C(=O)NC2CC2)cc1 (configuration not stated) | -6 | 3.6 | -3 | 105 | 15 | 0.5 | -7 | -8 | -11
COc1cc2ncnc(NCc3cccc(Cl)c3)c2cc1OC | 40 | 1.2 | -7 | 138* | -14 | 1.4 | -9 | -20 | -7
CCCN1C2CCCC1CC(NC(=S)Nc1cccc(C)c1C)C2 (configuration not stated) | 1 | -0.2 | -6 | 103 | nt | -0.7 | -2 | -26 | -9
CCOc1ccc(N(Cc2cc3cc(OC)ccc3[nH]c2=O)S(C)(=O)=O)cc1 | -1 | 0.2 | -3 | 98 | 8 | 0.8 | 0 | 6 | -1
Cc1ccc(S(=O)(=O)N2CCCCC2)cc1NC(=O)COC(=O)Cc1ccc(Cl)cc1 | -2 | 4.5 | 2 | 99 | 23 | 3.7 | 6 | -11 | -22
Cc1c(C#N)c(NC(=O)C(C)C)n(Cc2ccccc2)c1C | -6 | -0.6 | -2 | 100 | -13 | -1.8 | -9 | -2 | -2
CC1(C)CC(=O)C(C=Nc2ccc(O)c(N=CC3=C(O)CC(C)(C)CC3=O)c2)=C(O)C1 | -1 | -0.1 | 8 | 99 | -3 | 0.3 | -22 | -9 | 23
COc1ccc(-c2cn(-c3ccc(OC)cc3)c(=S)[nH]2)cc1 | 6 | 3.0 | 2 | 118 | 8 | 2.7 | 10 | -2 | 24
CCn1c(SC)nnc1-c1nnc(SC)n1CC | 5 | 0.6 | 4 | 105 | 11 | 2.0 | 0 | -11 | -8
COc1cccc(CC(=O)Nc2cccc3ccccc23)c1 | -5 | -0.6 | -1 | 102 | 12 | 2.1 | 4 | -1 | 3
CSCC[C@@H](C(=O)NCCCCCCCCCCC(=O)N1CCNCC1)n1cc(CCO)nn1 | nt | 1.1 | -4 | nt | nt | -0.2 | nt | 0 | nt
N/C(=N\N=C\c1ccnc2ccccc12)SC1CC(=O)N(c2ccc(Br)cc2)C1=O (configuration not stated) | nt | -0.7 | -3 | nt | 15 | -0.2 | -3 | 0 | 0
CC(=O)Nc1ccc(NC(C)=O)s1 | 5 | 0.8 | -3 | 106 | 16 | 0.0 | 0 | -9 | -103
S=c1[nH]nc(-c2ccccc2)n1/N=C/C=C/c1ccco1 | 3 | -1.1 | -5 | 87 | 13 | -2.2 | 3 | -5 | 20
O=c1c(/C=N/Nc2ccccc2)c(Sc2nnnn2-c2ccccc2)nc2ccccn12 | nt | nt | -6 | nt | 3 | nt | -13 | nt | 6
Clc1ccc(Cn2ncc3c(N4CCOCC4)ncnc32)cc1 | 8 | 2.4 | -1 | 97 | 30 | -0.5 | -1 | -19 | 1
COc1ccc(C(=O)NC(=S)NNC(=O)c2cccc(C)c2)cc1 | nt | 95* | -7 | nt | nt | 70* | nt | -19 | nt
COc1ccccc1-c1cc(C(=O)NCc2ccc(Cl)cc2)no1 | 4 | 2.2 | -8 | 102 | 22 | 1.5 | 1 | -5 | -4
CN(CCCC(=O)O)c1ccc(N=Nc2ccc([N+](=O)[O-])cc2)cc1 | nt | 0.0 | -4 | nt | nt | -1.5 | nt | 0 | nt
O=C(O)c1ccccc1C(=O)Nc1ccc(Br)c(C(F)(F)F)c1 | 2 | 0.5 | -6 | 100 | 10 | -0.2 | -14 | -1 | -18
COc1ccccc1/C=C/CN1CCCCC1 | 9 | 1.4 | -2 | 104 | 18 | -1.0 | 3 | -10 | -2

GPR7 antagonist, hit marks shown above.
canonical_smiles,MEKK2 mut-MEK5,GalR3 antagonist,MEKK2 WT-MEK5,NALP1 inh,GPR7 antagonist,OXTR potentiator,PfM18AAP inh
CC1C/C(=C/c2ccncc2)C(=O)/C(=C/c2ccncc2)C1 (configuration not stated),-3,-9,100,3,24*,-7,6

The listing continues:
structure | MEKK2 mut-MEK5 | V1aR counter | GalR3 antagonist | MEKK2 WT-MEK5 | NALP1 inh | OXTR ag | GPR7 antagonist | OXTR potentiator | PfM18AAP inh
CCOc1ccc(Cc2nn[nH]n2)cc1 | 4 | -0.3 | 0 | 98 | 25 | 1.1 | -12 | -2 | 6
NC(=O)[C@@H]1CC2(CC(c3cccc(NC(=O)[C@H]4CCC(=O)N4)c3)=NO2)CN1C(=O)COc1ccc(Cl)cc1 (some centres not stated) | 3 | 0.4 | -6 | 94 | nt | -0.2 | nt | -4 | nt
Brc1ccc(OCCn2ccnc2)cc1 | 3 | 0.4 | 1 | 104 | 33 | 1.0 | 7 | -7 | -2
O=C(c1ccc(CN2CCOCC2)cc1)N1CCN(c2ccccc2F)CC1 | -1 | -0.3 | 0 | 102 | 7 | 0.3 | -15 | -8 | 6
CCOc1ncccc1C(=O)OCC(=O)NC(=O)c1ccccc1 | nt | 0.7 | -4 | nt | nt | 0.5 | nt | -7 | nt
Cc1ccn2c(/C=N/OCc3cccc(F)c3)c(-c3ccc(Cl)cc3)nc2c1 | 1 | 0.8 | -2 | 108 | 12 | -1.2 | -10 | -7 | 4
COc1ccc(CCNC(=O)Cn2nnc(-c3cccc(OC)c3OC)n2)cc1OC | -2 | 0.6 | -3 | 98 | 10 | 0.5 | -3 | -5 | 8
CC(Oc1ccc2c3c(c(=O)oc2c1)CCC3)C(=O)NCc1ccccn1 (configuration not stated) | -1 | 1.1 | 0 | 99 | 26 | 0.4 | -14 | -9 | 3
